Bioassay records: PubChem, several laboratories
HTR5A ag ctr: counter-screen for OPRM1-OPRD1 agonists: human HTR5A agonism | P47898 | HTR5A agonist assay, luminescence, cell-based | activation, % at 9.3 µM | 340,000 tested, 0.61% active | AID 504692; in the data active = activation mostly above about 9.5%, no sharp cut-off; inactive = mostly below about 7.6%;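 note: 0% = cells with vehicle only and 100% = reference agonist; strong numbers were not always called active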
Target sequence (P47898 whole entry, looked up): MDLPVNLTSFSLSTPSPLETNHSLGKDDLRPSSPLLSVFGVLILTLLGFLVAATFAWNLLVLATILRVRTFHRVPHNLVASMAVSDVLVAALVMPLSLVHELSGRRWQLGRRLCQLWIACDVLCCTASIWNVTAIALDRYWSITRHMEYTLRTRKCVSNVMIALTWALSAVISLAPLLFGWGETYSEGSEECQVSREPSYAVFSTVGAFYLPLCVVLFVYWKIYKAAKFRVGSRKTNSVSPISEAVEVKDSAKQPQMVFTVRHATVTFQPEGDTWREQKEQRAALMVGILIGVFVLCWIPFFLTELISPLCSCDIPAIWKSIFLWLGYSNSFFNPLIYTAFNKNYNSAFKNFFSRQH
NSD2 inh: blocks human histone methyltransferase NSD2; 310,000 tested, 0.54% active; O96028; inhibition, % at 12.5 µM; NSD2 peptide methylation, AlphaScreen, 120 min; in the data active = inhibition above about 50%
HTR5A inv ctr: counter-screen for OPRM1-OPRD1 inverse agonists: human HTR5A inverse agonism; HTR5A cell line, luminescence; inhibition, % at 9.3 µM; 340,000 tested, 0.083% active; AID 504634; in the data active = inhibition mostly above about 23%, no sharp cut-off; inactive = mostly below about 18%;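 note: 0% = cells with DMSO and 100% = no-cell wells with DMSO; some compounds called inactive have numbers as strong as hits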
Wnt bcat act: Wnt/beta-catenin pathway activation. Wnt/beta-catenin reporter cell assay, activator, plate reader. activation, % at 9.35 µM. 300,000 tested, 1.2% active. AID 743398; in the data active = activation above about 30%, passing the limit was not always enough;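 note: 0% = neutral control wells and 100% = positive control wells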
MITF TRPM1 HTS: increases MITF-driven TRPM1 promoter luciferase signal; SK-MEL-5 TRPM1-promoter luciferase, 24 h; % of positive control, neutral wells = 0; activation, % at 12.5 µM; 300,000 tested, 0.75% active; AID 588334;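 active = mean activation of at least 80% with every replicate also reaching 80%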;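 note: 0% = neutral control wells and 100% = parthenolide positive control wells; values of inactives mirror those of a sister screen read the other way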
dFosB act: mouse delta FosB homodimer activation; purified delta FosB, TAMRA-CDK5 oligo fluorescence polarization; percent of positive-control signal above neutral wells; activation, % at 25 µM; 340,000 tested, 0.99% active; AID 493131;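 active = mean activation above about 17%, with every replicate also reaching it, limit read from the data, passing the limit was not always enough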;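 note: fluorescence polarization rise as delta FosB binds a TAMRA Cdk5 AP-1 oligo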
Target sequence (P13346 whole entry, looked up): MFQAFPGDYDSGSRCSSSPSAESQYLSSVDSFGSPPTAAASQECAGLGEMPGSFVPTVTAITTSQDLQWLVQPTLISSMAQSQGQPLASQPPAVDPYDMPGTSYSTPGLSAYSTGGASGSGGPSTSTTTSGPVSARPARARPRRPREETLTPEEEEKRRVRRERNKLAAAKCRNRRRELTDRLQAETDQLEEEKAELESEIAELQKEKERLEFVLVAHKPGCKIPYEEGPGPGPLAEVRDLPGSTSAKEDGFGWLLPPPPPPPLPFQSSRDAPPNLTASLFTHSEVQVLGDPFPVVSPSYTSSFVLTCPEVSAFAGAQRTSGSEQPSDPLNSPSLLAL
V-ATPase pH: regulators of yeast V-ATPase proton transport. S. cerevisiae, pHLuorin cytosolic pH fluorescence. response, % at 10 µM. 350,000 tested, 0.37% active. AID 504577; in the data active = response mostly above about 7.3%, no sharp cut-off; inactive = mostly below about 5.4%; note: actives read high; inactives centre near 0; some compounds called inactive have numbers as strong as hits; reference of the scale not given here
CDK5 p35 inh: blocks human CDK5/p35 kinase activity | inhibition, % at 10 µM | AID 488839 | Recombinant CDK5/p35, ADP-Glo luminescence, 60 min | Q00535+Q15078 | 330,000 tested, 0.01% active;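 active = highest replicate inhibition of at least 50% and at least 75% of replicates reaching 50%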;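 note: plate controls were DMSO neutral control for no effect and GW8510 at 10 µM for full effect; many of its hits are not listed in these tables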
SR-BI HDL uptake: mouse SR-BI HDL lipid transfer inhibition; Q61009; 320,000 tested, 0.96% active; inhibition, % at 12.5 µM; ldlA[mSR-BI] CHO cells, DiI-HDL uptake fluorescence, 3 h; AID 488896;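 active = mean replicate inhibition of at least 70% and a set share of replicates each scoring 70 or more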;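 note: 0% = median of neutral control wells and 100% = median of positive control wells; values of inactives mirror those of a sister screen read the other way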
PvdQ acylase: blocks Pseudomonas aeruginosa PvdQ acylase activity. purified PvdQ acylase, fluorescence plate reader. inhibition, % at 10 µM. 340,000 tested, 0.063% active; in the data active = inhibition above about 30%, passing the limit was not always enough;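 note: 0% = vehicle neutral wells and 100% = reference inhibitor wells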
* = called active by the depositor; · = no result given; & = joins results of further samples.

smiles | SR-BI HDL uptake | CDK5 p35 inh | MITF TRPM1 HTS | V-ATPase pH | HTR5A inv ctr | Wnt bcat act | dFosB act | PvdQ acylase | HTR5A ag ctr | NSD2 inh
CCOC(=O)CSC(C)C(=O)Nc1nnc(C(C)C)s1 (centres undefined) | -1.1 | -2.1 | -2.9 | 4.0 | -57.7 | 3.5 | -0.5 | -1.9 | -0.4 | ·
Cc1ccc(C)c(NC(=S)NNC(=O)c2csc(C(C)C)c2)c1 | 19.4 | 0.8 | 20.9 | 3.9 | 6.0 | · | 1.4 | -5.2 | -2.5 | 3.8
O=C(NCCS(=O)(=O)NCc1ccc(Cl)cc1)c1ccccc1 | -10.4 | -3.7 | -15.0 | -0.5 | 20.5 | -1.5 | -1.5 | -8.7 | -7.5 | -2.8
COc1cc(OC)cc(C(=O)N[C@H](C(=O)Nc2ccc(F)cc2F)C(C)C)c1 | -5.2 | -0.1 | 1.8 | 0.8 | 9.3 | 4.0 | -6.2 | 5.6 | -2.5 | 13.2
O=C1C[C@@H]2c3c(cccc3CN1Cc1ccccc1Cl)C[C@@H](O)[C@H]2O | -5.0 | 3.1 | -3.6 | 3.1 | 7.5 | -0.8 | -0.3 | -14.7 | 1.1 | ·
Cc1ccc(S(=O)(=O)Nc2ccc(C(=O)NCc3ccccn3)cc2)cc1 | -13.5 | 3.0 | 5.1 | 0.8 | -12.1 | 0.7 | -1.0 | -10.7 | 5.0 | -1.2
C=CCn1c(SCC(=O)Nc2cccc3ccccc23)nnc1-c1cnccn1 | 1.7 | -0.6 | -5.8 | 0.0 | 3.6 | -3.2 | 2.1 | -3.9 | -1.4 | 12.4
Cc1ccc(C2C(C(=O)c3cc4ccccc4o3)=C(O)C(=O)N2CCN2CCOCC2)cc1 (centres undefined) | -13.0 | -0.9 | 5.3 | 0.2 | 2.8 | -1.0 | -4.5 | 3.6 | -0.7 | 5.1
COCCNC(=O)c1ccc(Cl)c(Cl)c1 | -4.1 | 0.0 | 1.0 | 2.7 | -15.0 | -2.4 | -1.3 | 15.6 | -2.9 | -5.9
CCOc1ccc(-n2c(Cc3cc(=O)[nH]c(=O)[nH]3)nnc2SC(C)C(=O)OC)cc1 (centres undefined) | -7.8 | 0.3 | 9.9 | 1.2 | -24.0 | -4.0 | 4.6 | -14.0 | 8.0 | ·
CN(C)c1cccc2c1c(NC(=O)Nc1ccc(F)cc1F)nn2C | 27.5 | 1.9 | · | 0.8 | -22.9 | 3.3 | -10.2 | -11.1 | -2.6 | 18.9
CCN(CC)S(=O)(=O)c1ccc(NS(=O)(=O)c2ccc(O)c([N+](=O)[O-])c2)cc1 | 5.4 | 0.0 | 15.3 | -1.1 | 8.8 | · | -1.5 | 16.3 | -2.5 | -2.2
CC(=O)N/C(=C/c1ccc2c(c1)OCO2)C(=O)NCC(=O)O | -13.7 | 0.0 | -6.3 | -1.8 | 8.1 | 0.8 | -2.0 | 1.2 | 3.0 | 0.6
CC(C)N(Cc1ccccc1)C(=O)COC(=O)c1ccc(S(=O)(=O)N2CCOCC2)cc1 | -35.2 | -0.7 | 8.3 | 0.6 | 0.1 | -1.8 | -22.9 | -16.3 | 0.0 | -1.2
COc1ccc(S(=O)(=O)N(CC(=O)N/N=C/c2ccccc2C(=O)O)c2ccccc2OC)cc1 | -14.1 | 1.3 | 6.2 | -1.5 | -0.2 | 6.0 | -2.3 | 7.6 | 0.1 | -1.9
CC(C)(C)OC1NS(=O)(=O)OCC1NCOC(Cl)(Cl)Cl (centres undefined) | -3.1 | 0.3 | -4.7 | -1.9 | -10.1 | -1.6 | 0.1 | -1.1 | -1.6 | ·
CCN(Cc1ccccc1)C(=O)CN1C(=S)NC(C)(C)CC1C (centres undefined) | -6.6 | 1.5 | -4.9 | 3.5 | 25.0 | -0.3 | 2.9 | -3.8 | -4.4 | -4.0
O=C1C=C(NNC(=O)c2cccnc2)CC(c2ccco2)C1 (centres undefined) | -4.1 | -0.8 | 3.0 | -3.2 | 6.7 | · | -1.7 | 5.5 | -2.5 | -0.4
CC1CC(C)CN(S(=O)(=O)c2ccc(C(=O)N3CC(C)OC(C)C3)cc2)C1 (centres undefined) | -14.9 | 0.2 | -3.5 | -1.3 | -11.0 | -0.5 | 2.2 | -2.5 | 4.4 | 12.3
COc1ccccc1OCCNc1cc(N2CCCCC2)ccc1[N+](=O)[O-] | 65.0 | -0.5 | -11.5 | 1.5 | -8.2 | 1.0 | 1.5 | -0.7 | -1.9 | 1.3
Cc1cc(N2CCC(C(=O)Nc3ccc(F)cc3)CC2)nc(-c2ccccc2)n1 | 8.2 | 0.4 | -8.5 | -1.8 | 2.7 | · | 10.5 | 5.9 | -0.8 | ·
O=C(CSc1ccccc1)Nc1cccc(S(=O)(=O)N2CCCCC2)c1 | -1.5 | -0.6 | 1.4 | -0.1 | 21.2 | 9.0 | -14.6 | -18.9 | -8.7 | 3.6
O=[N+]([O-])c1ccc(-c2nnc(-c3ccccc3)c(N3CCOCC3)n2)cc1 | -50.8 | 2.4 | · | 4.1 | -2.9 | -5.3 | -9.5 | -15.4 | -1.4 | -2.2
Cc1cccc(C(=O)Nc2nnc(S(=O)(=O)N3CCC(C)CC3)s2)c1 | 11.2 | 2.1 | -1.8 | -1.7 | 4.5 | -2.7 | -8.6 | 3.0 | 0.6 | -3.7
CCCC(=O)NC(=S)Nc1c(C)cc(Br)cc1C | -7.0 | 0.8 | · | 6.0 | 16.9 | 2.4 | -6.5 | -5.6 | -6.7 | 8.6
S=C(NCc1ccccc1)NNc1nc2ccccc2[nH]1 | -16.3 | 1.4 | -11.7 | -0.2 | 2.4 | 0.5 | -4.0 | -4.0 | -0.8 | -0.6
Cc1cccc(NC(=O)COC(=O)c2ccccn2)c1 | -22.6 | -0.9 | 0.6 | 0.7 | 1.1 | 6.3 | -6.5 | -12.7 | -0.4 | 0.7
CCC(=O)N1CCc2cc(S(=O)(=O)CCC(=O)Nc3ccc(F)c(F)c3)ccc21 | -0.9 | 1.8 | 3.6 | 0.4 | -6.1 | 0.3&-0.3 | -4.4 | -4.2 | 1.8 | 18.1
Cc1nnc(NC(=O)Cc2cccs2)s1 | -6.9 | 5.8 | -6.4 | 1.9 | -10.4 | · | -4.6 | 9.3 | 4.5 | 4.4
O=C(c1cccc(S(=O)(=O)N2CCOCC2)c1)N(Cc1nnc(-c2ccccc2Cl)o1)C1CC1 | 3.0 | 2.4 | 12.2 | -3.8 | -10.9 | 1.5 | -0.9 | -1.1 | 4.0 | 2.6
Cc1cc(C)nc(NC(=O)/C=C/c2ccc3c(c2)OCO3)c1 | 53.4 | -1.6 | 115.5* | -4.4 | 19.8 | 44.2* | 0.5 | -7.1 | 0.8 | 2.8
O=C(CSc1nnc(CN2CCOCC2)n1-c1ccc(Cl)cc1)Nc1cc(Cl)ccc1O | 14.2 | -0.7 | -6.2 | 4.2 | 0.6 | · | -1.0 | -4.9 | -0.2 | ·
CCN(CC)c1ccc(C=Nc2cc(C)cc(C)c2)c(O)c1 | -9.6 | -1.2 | 16.3 | 2.9 | -9.3 | · | -7.1 | 0.3 | 4.8 | 5.1
COC(CNS(=O)(=O)c1ccc(Cl)cc1)c1ccccc1 (centres undefined) | -17.2 | -1.3 | 2.9 | -0.8 | 27.0 | -2.7 | -0.6 | 5.0 | -0.8 | -3.3
CCOn1c(=O)c(-c2ccc(Cl)cc2)[n+]([O-])c2ccccc21 | 7.6 | -0.9 | 0.6 | 1.7 | -12.1 | 4.3 | 0.2 | -12.9 | -0.5 | 1.9
C=Cc1ccc(CN2CCCN(Cc3ccc(F)cc3)S2(=O)=O)cc1 | · | 0.4 | 2.8 | 2.7 | 7.5 | -0.7 | -5.7 | -4.2 | -2.1 | -3.7
O=C(CSCc1c(Cl)cccc1Cl)Nc1ccccc1C(=O)N1CCOCC1 | · | 1.3 | -15.4 | -1.1 | -11.9 | · | 0.4 | -12.1 | 0.2 | 0.8
Cc1ccccc1NS(=O)(=O)c1ccc2c(c1)NC(=O)CO2 | 2.2 | 2.7 | -2.9 | 3.6 | 19.4 | -6.6 | 4.6 | -9.5 | -3.6 | -0.7
Cc1sc2ncnc(N3CCC(C(=O)Nc4nnc(CC(C)C)s4)CC3)c2c1C | 6.3 | 1.2 | -2.0 | -2.1 | 13.6 | -2.2 | -15.9 | -7.4 | -5.0 | -1.8
CCc1cc2c(N[C@@H](Cc3c[nH]c4ccccc34)C(=O)O)ncnc2s1 | -21.3 | · | -9.8 | 0.2 | 3.2 | · | -0.5 | -8.0 | 9.0 | 0.4
C[C@H](CO)N1C[C@H](C)[C@@H](CN(C)Cc2ccncc2)Oc2c(NC(=O)Cc3ccccc3)cccc2C1=O | -1.5 | 0.1 | 1.0 | 2.1 | -8.4 | 1.3 | -1.1 | 0.9 | 2.6 | ·
Cc1n[nH]c(C)c1S(=O)(=O)N1CCN(C2CCCCC2)CC1 | -2.0 | -3.5 | -9.2 | -0.3 | 9.0 | · | -0.8 | -23.3 | -3.8 | -0.2
CC(C)(C)NC(=O)CSc1ncccc1-c1nc2ccccc2[nH]1 | -5.5 | 1.1 | 2.3 | 1.5 | -2.5 | 13.1 | 1.2 | -16.4 | 0.1 | 1.0
Cc1cc(=O)n2[nH]c(N)c(N=Nc3ccccc3F)c2n1 | -25.6 | -0.9 | 4.9 | 0.8 | 26.1 | -0.6 | -2.4 | -1.9 | -6.0 | 4.5
CC(C)(C)n1nnnc1CN1CCC(NC(=O)NC2CCCCC2)CC1 | -17.5 | 0.3 | · | -3.3 | -7.7 | -3.7 | -1.3 | -9.7 | 2.5 | 1.5
CCOC(=O)c1ccc(NC(=O)Cn2nnc(-c3ccccc3C)n2)cc1 | -31.1 | -0.6 | -16.7 | -3.4 | 18.1 | · | -0.4 | -14.2 | 0.3 | -2.9
COc1ccc(S(=O)(=O)Nc2cccc3c2O[C@H](CN(C)C(=O)NC(C)C)[C@@H](C)CN([C@H](C)CO)C3=O)cc1 | -33.5 | 1.8 | 5.6 | 2.1 | -3.7 | 0.2 | -8.3 | 12.1 | 1.4 | ·
CCN(CC)S(=O)(=O)c1ccc(C(=O)N2CCN=C2SCc2cccnc2)cc1 | 1.3 | -1.2 | 5.5 | 0.8 | -4.8 | 1.1 | 1.5 | -10.5 | 3.4 | -2.6
O=C1C=C(c2ccc(-c3ccccc3)c(F)c2)C[C@@H](c2ccc(Cl)cc2)C1 | -25.5 | -0.5 | 30.5 | 2.9 | 8.8 | 9.3 | 0.1 | 10.4 | 6.6 | ·
CCOC(=O)c1[nH]c2cc3c(cc2c1NC(=O)CN1CCC(C)CC1)OCO3 | -0.8 | -0.2 | 9.3 | -0.5 | -33.8 | 1.5 | -6.1 | -14.5 | 0.2 | 1.5
O=C(NCCc1ccccc1)C1=CCN(S(=O)(=O)c2ccccc2)CC1 | 18.4 | -0.3 | 23.3 | -5.3 | 6.3 | 3.3 | -14.2 | 6.2 | -1.7 | -1.6
